# Screening data: PubChem, Sanford-Burnham Center for Chemical Genomics
# Rpn11 block: blocks the human proteasome subunit Rpn11; O00487; human 26S proteasome, Ub4-pepOG fluorescence polarization; 20S core pre-blocked with epoxomicin; calls only at 20 µM; hit rate 0.59% among 360,000; AID 588493;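 active = inhibition at 20 µM, scaled to each plate's controls, above about 33%, limit read from the data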
# NRP1-CendR mod: modulators of CendR peptide binding to human neuropilin-1 | hit rate 0.85% among 360,000 | inhibition, % at 25 µM | FAM-RPARPAR peptide binding to NRP-1, fluorescence polarization | O14786;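 active = inhibition or corrected inhibition above about 18%, plus a signal ratio from 0.5 to 1.5, limit read from the data, passing the limit was not always enough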; also: strong numbers were not always called active
# STEP block: inhibitors of human striatal-enriched phosphatase STEP | P54829 | recombinant STEP, OMFP fluorogenic substrate, fluorescence | inhibition, % at 20 µM | hit rate 0.25% among 360,000 | AID 588621;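 active = inhibition at 20 µM, scaled per plate between control wells, above about 37%, limit read from the data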;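 also: 0% = DMSO with enzyme and substrate and 100% = substrate only without enzyme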
#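 Measure: Control-normalized % inhibition with plate pattern correction | Test system: STEP phosphatase, cell-free reaction | Medium: pH 6.0 Bis-Tris with DTT and Tween 20 | Technique: Fluorescence, 480/540 nm | Times: Reaction 20 min, ambient temperature | Doses: Single compound dose of 20 µM, 1% DMSO final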
# NadD block: NadD (S. aureus) enzyme inhibition; purified NadD enzyme, colorimetric absorbance read-out; inhibition, % at 20 µM; hit rate 0.78% among 360,000; in the data active = inhibition above about 26%; also: some compounds past the cut are filed as inactive
# MT1-MMP act inh: MT1-MMP (human) activation inhibition; HT1080 RFP-PRO-GFP cells, GFP/RFP ratio fluorescence, overnight; percent of plate control window, DMSO zero; GFP/RFP ratio change, % at 20 µM; AID 651647; hit rate 0.061% among 360,000;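 active = GFP/RFP ratio change of at least 30% with cell ATP level not reduced by more than half and red fluorescence within 50% of control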; also: strong numbers were not always called active
#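 Read-out: GFP/RFP fluorescence ratio; Test system: RFP-PRO-GFP reporter HT1080 cells; Compound dosing: single-point 20 µM compound, 1% DMSO; Times: overnight compound exposure at 37 °C.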
# LMPTP block: blocks human LMPTP phosphatase | inhibition, % at 20 µM | recombinant LMPTP-A, OMFP fluorogenic substrate, fluorescence intensity | hit rate 0.22% among 360,000 | P24666;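 active = compounds that cut the enzyme signal by at least half of the control window in the single-dose screen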;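 also: plate controls were DMSO wells with enzyme plus substrate for no effect and substrate without enzyme for full effect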
#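 Assay system: LMPTP-A, protein tyrosine phosphatase of low molecular weight / Medium: pH 6.0 Bis-Tris buffer with DTT and Triton X-100 / Schedule: 50 min enzyme reaction at room temperature, protected from light / Measured by: endpoint fluorescence intensity from OMFP dephosphorylation / Read-out basis: % inhibition relative to no-enzyme and uninhibited control wells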
# DNMT1 block: inhibitors of human DNMT1; DNMT1 molecular beacon, Hinp1I cleavage, fluorescence; hit rate 0.83% among 360,000; P26358; inhibition (reported as % activation of signal), % at 10 µM; in the data active = inhibition above about 50%
# Target sequence (P26358 504-1616 limits assumed): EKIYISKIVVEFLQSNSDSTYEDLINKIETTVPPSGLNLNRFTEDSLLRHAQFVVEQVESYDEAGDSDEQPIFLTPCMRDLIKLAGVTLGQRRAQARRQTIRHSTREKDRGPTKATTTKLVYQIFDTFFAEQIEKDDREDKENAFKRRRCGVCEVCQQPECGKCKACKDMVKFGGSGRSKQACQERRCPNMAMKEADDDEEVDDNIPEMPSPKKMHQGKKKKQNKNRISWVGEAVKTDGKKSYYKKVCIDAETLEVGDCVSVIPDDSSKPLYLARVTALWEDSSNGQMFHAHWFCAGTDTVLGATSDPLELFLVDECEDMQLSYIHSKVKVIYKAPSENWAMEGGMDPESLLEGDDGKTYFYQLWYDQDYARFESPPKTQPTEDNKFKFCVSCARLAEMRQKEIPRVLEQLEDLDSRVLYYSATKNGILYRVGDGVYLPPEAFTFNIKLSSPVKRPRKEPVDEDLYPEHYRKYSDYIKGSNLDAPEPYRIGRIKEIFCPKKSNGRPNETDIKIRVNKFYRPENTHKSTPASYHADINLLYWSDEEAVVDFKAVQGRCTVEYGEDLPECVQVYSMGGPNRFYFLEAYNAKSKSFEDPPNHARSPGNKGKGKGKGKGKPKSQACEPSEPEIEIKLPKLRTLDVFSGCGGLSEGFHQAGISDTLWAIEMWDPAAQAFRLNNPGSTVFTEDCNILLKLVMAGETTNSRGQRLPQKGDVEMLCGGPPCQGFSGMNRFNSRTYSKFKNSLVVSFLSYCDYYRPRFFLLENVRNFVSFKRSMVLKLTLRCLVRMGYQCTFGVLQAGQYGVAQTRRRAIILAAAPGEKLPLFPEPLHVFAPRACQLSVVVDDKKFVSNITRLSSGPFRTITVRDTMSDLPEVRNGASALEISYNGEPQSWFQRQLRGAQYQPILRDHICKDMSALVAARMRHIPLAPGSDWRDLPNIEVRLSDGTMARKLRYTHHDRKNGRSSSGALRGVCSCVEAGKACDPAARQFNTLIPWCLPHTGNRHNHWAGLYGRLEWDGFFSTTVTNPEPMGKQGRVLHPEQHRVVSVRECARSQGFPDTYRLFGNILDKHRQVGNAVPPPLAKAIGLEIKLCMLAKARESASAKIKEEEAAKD
# SKN-1 block: C. elegans SKN-1 inhibition; inhibition, % at 21.8 µM; AID 624304; C. elegans VP596 Pgst-4::GFP/RFP ratio, acrylamide-induced, 24 h; hit rate 0.49% among 360,000;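 active = interference check ratio from 0.5 to 1.5 plus GFP to RFP signal ratio inhibition reaching or exceeding a fixed threshold, cut at about 30% in these data, passing the limit was not always enough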; also: some compounds called inactive have numbers as strong as hits
# Scp1 inh: inhibitors of human Scp-1 phosphatase; Q9GZU7; Recombinant Scp1, phosphopeptide, malachite green phosphate absorbance; inhibition, % at 20 µM; hit rate 0.88% among 340,000;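 active = inhibition above about 50% at 20 µM, limit read from the data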;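 also: plate controls were DMSO wells with enzyme for no effect and wells lacking enzyme for full effect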
#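 System: truncated SCP-1 phosphatase (76-261aa); medium: Tris acetate buffer pH 5.5 with MgCl2 and Tween-20; incubation: 45 min room-temperature reaction, 5 min colour, 30 min stabiliser; compound: single 20 µM dose, 1% DMSO; reagent: Phosphorylated 17-residue peptide substrate; read-out: % inhibition at 20 µM; technique: colorimetric free-phosphate detection, absorbance 630 nm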
# SUMO1-SIM PPI: alters human SUMO1 binding to SIM partners | P63165 | SUMO1 binding to a labelled peptide, TR-FRET, 1 h | inhibition, % at 20 µM | hit rate 0.33% among 360,000; in the data active = inhibition above about 37%
# An asterisk follows results filed as active; i = inactive; . = not tested or not shown.
SMILES,Rpn11 block,NRP1-CendR mod,STEP block,NadD block,MT1-MMP act inh,LMPTP block,DNMT1 block,SKN-1 block,Scp1 inh,SUMO1-SIM PPI
CC(C)N(Cc1ccccc1)C(=O)COC(=O)c1ccccc1SCC(=O)N1CCCC1,i,-15,-2,2,1,-0.6,3,-12,-3,-4
O=C(CC(=O)c1ccccc1)Nc1ccc2c(c1)OCCO2,i,9,2,-5,3,-0.7,1,25,1,-1
O=C(c1ccco1)N1CCN(C(=O)c2cc(-c3ccc(F)cc3)no2)CC1,i,2,0,-5,-4,0.1,0,-6,0,-2
OCCN(CC#CCn1c2ccccc2c2ccccc21)CCO,i,0,3,-4,10,-1.7,-1,-9,-2,5
Cc1cc(C)n(-c2nc3c(c(=O)[nH]c(=O)n3C)n2Cc2ccccc2)n1,i,14,6,-5,1,-1.5,1,4,-2,-3
O=C(CSc1nnc(-c2ccncc2)n1Cc1ccco1)N1c2ccccc2Sc2ccc(Cl)cc21,i,2,3,19,-13,0.9,-6,1,9,6
COc1ccc2c(C)cc(SCC(=O)Nc3cccnc3Cl)nc2c1,i,-6,2,-5,0,0.5,-2,-3,-3,-35
CCc1nc2ccc(C(=O)NCCN3CCOCC3)cn2c1N(CC)CCOC,i,-13,1,2,2,-2.4,-3,12,.,4
COC(=O)CSc1nnc(-c2ccco2)n1Cc1ccco1,i,6,2,12,5,-0.4,2,-1,1,4
COc1ccc(C2CCN(CC(=O)N(C)C)CC2O)cc1 (stereo not drawn),i,-4,-2,1,6,-0.6,-2,-16,-4,2
Cc1ccc(NC(=O)/C=C\C(=O)O)c([N+](=O)[O-])c1,i,5,-2,1,1,-1.2,1,5,-6,-14
COc1ccccc1N1CCN(C(=O)c2ccncc2)CC1,i,8,3,-5,1,-1.4,1,-6,-6,-1
Cc1c(Cl)cccc1NC(=S)N1CCOCC1,i,11,-1,-3,1,-0.3,0,8,-8,4
Cc1cc(C)cc(C(=O)NCC(=O)OCC(=O)Nc2ccc(C)cc2Br)c1,i,-16,1,-9,2,-1.0,2,7,-4,-4
O=C(CSc1nccn1Cc1ccccc1)NC1CCCC1,i,6,0,-3,-1,0.4,0,15,1,0
CC(C)NC(=O)C1(C)CCN1C(=O)c1cccc(Cl)c1 (stereo not drawn),i,6,-2,1,3,-0.3,3,26,.,-2
CN1OC[C@@H]2CN(Cc3cc(Cl)cc(Cl)c3)[C@H](c3cccc(Br)c3)C[C@@H]21,i,-3,-1,2,1,5.0,1,0,-4,9
CCOCCCn1c(=S)[nH]c2cc(C(=O)N3CCN(C4CCCCC4)CC3)ccc2c1=O,i,1,0,-3,1,-1.0,0,3,-6,2
Clc1ccc2c(NNc3ccccc3Cl)ccnc2c1,i,5,4,6,7,-0.9,10,4,10,-5
CCOC(=O)c1ccc(CC2S/C(=C(\C#N)C(C)=O)NC2=O)cc1 (stereo not drawn),i,-17,-3,6,-30,-0.1,-1,17,-5,3
O=C(Nc1cccc(-c2nc3ccccc3[nH]2)c1)c1ccco1,i,3,1,2,9,3.1,-8,2,-5,7
O=C(Nc1cccc(Cl)c1)c1nc[nH]c1C(=O)NCCCCNC(=O)c1[nH]cnc1C(=O)Nc1cccc(Cl)c1,i,11,0,31*,-1,-0.9,53*,2,-8,-6
CCCCCCCCNCCS(=O)(=O)NN1CCOCC1,i,-4,-2,1,4,-0.9,6,-8,12,4
COc1ccc(CNC(=O)C/C(C)=N/NC(=O)c2ccc(OC)cc2OC)cc1,i,0,0,-1,1,0.5,1,1,10,-1
COC(=O)c1cc(NC(=O)CN2C(=O)C(=O)N(C3CCCC3)C2=O)cc(C(=O)OC)c1,i,-14,-2,3,-4,0.3,-3,7,0,9
O=C(c1cccc(Br)c1)N1CCN(S(=O)(=O)N2CCOCC2)CC1,i,8,-3,-5,-1,-1.3,-2,-1,-4,1
Cc1ccc(C)c(N2CCN(C(=O)C3CCN(c4nc(C)cc(C)n4)CC3)CC2)c1,i,-4,1,2,-3,0.6,-2,-1,-1,2
COc1cccc(-c2c(C#N)c(SC)nc3cc(C)nn23)c1,i,8,-2,-6,0,0.1,3,-14,-1,-30
O=C(Nc1ccon1)Nc1ccc(F)cc1F,i,4,1,3,-5,-2.7,-1,18,0,1
COc1ccc(/C=C2\SC(=S)N(CCC(=O)Nc3ccccc3C(=O)O)C2=O)cc1,i,-15,2,1,3,0.9,-1,18,1,-1
Cc1cc(C)n(-c2cc(Oc3ccccc3)ncn2)n1,i,10,0,2,-4,-0.9,4,-3,-8,7
C=CCN1C(c2ccccc2)=CS/C1=C(/C#N)c1nnc(N2CCOCC2)n1-c1ccccc1,i,-12,0,4,-2,-0.8,4,-1,-1,-10
NS(=O)(=O)c1ccc(CCNS(=O)(=O)c2ccc(Cl)cc2)cc1,i,12,0,-6,4,-1.4,1,-8,0,-1
CCN(CCNC(=O)CC1Oc2ccccc2NC1=O)c1ccccc1 (stereo not drawn),i,2,-1,0,-5,0.4,3,4,-6,1
CC(=O)c1cccc(NC(=O)C2CC(=O)N(Cc3ccccc3)C2)c1 (stereo not drawn),i,-2,0,-2,-1,-0.3,7,8,-11,1
C=CCN(C#N)c1nc(OC)nc(N2CCCC2)n1,i,-1,0,2,-5,-0.9,-2,13,0,1
CCn1cc([N+](=O)[O-])c(C(=O)NCc2ccc(Cl)cc2)n1,i,0,-2,-4,1,-0.4,0,1,-1,-13
CCn1c(SCC(=O)N2CCCCC2)nc(O)cc1=O,i,-2,-6,-3,2,-0.4,3,33,1,4
Cc1occc1C(=O)NN=C1C2CC3CC(C2)CC1C3,i,7,-2,-4,-2,-2.4,0,-1,-2,-2
CCn1nnc2cc(C(=O)O)ccc21,i,6,3,-5,8,-1.2,2,25,3,5
Cn1c(C(=O)N2CCC(C(=O)N3CCOCC3)CC2)cc2sccc21,i,4,3,-1,3,13,-4,8,-9,-1
C/C(=N\NC(=O)CCc1ccccc1)c1ccc(Br)cc1,i,-5,0,-1,1,1.2,9,4,-6,1
O=C(CSc1nnnn1-c1ccc(O)cc1)Nc1ccc(N2CCOCC2)c(Cl)c1,i,18,-1,-1,7,1.0,6,-9,0,5
Cc1cccc(NC(=S)NCc2cccn2C)c1,i,0,-3,-1,2,1.5,-13,-11,6,-1
CCC(C(=O)OCC(=O)Nc1ccc(Cl)c(S(=O)(=O)N(C)C)c1)c1ccccc1 (stereo not drawn),i,-1,-3,-11,2,2.7,2,-4,-12,0
CCOC(=O)c1cnn(-c2nc(-c3ccc(F)cc3)cs2)c1C(F)(F)F,i,-11,3,8,-3,2.5,1,-6,-27,-2
CCN(CC)CCNC(=O)c1ccc(NC(=O)c2cc(-c3ccncc3)nc3ccccc23)cc1,i,-8,0,-2,2,1.5,-2,5,-10,-35
O=C(O)c1nn(-c2ccc(Cl)cc2)ccc1=O,i,19*,5,1,-5,1.0,3,17,-9,-5
Cc1ccc(C(=O)Nn2cnnc2)cc1[N+](=O)[O-],i,26*,2,0,4,0.1,0,-7,-6,1
COc1ccccc1NC(=O)C(=O)NCC(c1ccco1)N1CCc2ccccc21 (stereo not drawn),i,-4,2,0,-1,2.5,-3,0,-1,3

# Further structures follow.
SMILES,Rpn11 block,NRP1-CendR mod,STEP block,NadD block,MT1-MMP act inh,LMPTP block,DNMT1 block,SKN-1 block,Scp1 inh,SUMO1-SIM PPI
O=C1CSC(=S)N1/N=C/c1cc(Br)c(O)c(Br)c1,.,140,-15,14,7,6.8,18,32,6,-13
Nc1cc(-c2ccc(Cl)cc2)nn1S(=O)(=O)c1ccccc1,i,8,1,-5,5,-0.9,-6,11,0,-8
CC(=O)c1cccc(NC(=O)CN(c2ccccc2)S(C)(=O)=O)c1,i,2,-2,5,8,-1.6,-12,3,-8,1
O=C(Cn1c(=O)c2cccn2c2ccccc21)Nc1ccc(F)cc1F,i,-38,-1,-5,5,-0.6,-7,11,-10,1
O=C(NCc1ccccc1)C1=C[C@@H](c2ccc(Br)cc2)C[C@@H](OCCCCO)O1,i,-9,-1,-7,3,0.8,-8,3,-3,-9
Cc1ccc(OC(=O)C2c3ccccc3Oc3ccccc32)cc1C,i,-9,4,-2,-2,3.8,-2,9,-11,1
Cc1nn(-c2ccccc2)c2[nH]c(=O)cc(C(F)(F)F)c12,i,-1,-2,-1,0,0.1,4,4,-7,9
O=C(CSC1=Nc2ccccc2C2CC=NN12)Nc1ccc(F)cc1Cl (stereo not drawn),i,-8,-1,-5,.,3.1,2,-1,2,3
O=C(NCC(=O)N1CCCCC1)c1ccc(Br)o1,i,1,1,2,3,-1.3,-1,2,-2,2
CCCn1nnnc1-c1cccc(Cl)c1,i,4,1,-2,1,-1.0,-3,-6,-3,1
CCOC(=O)c1ccccc1NC(=O)COC(=O)C1CC(=O)N(CCc2ccccc2)C1 (stereo not drawn),i,-6,3,-1,1,-0.2,2,15,-10,2
COc1ccc(CCN=C(N)Nc2nc(C)cc(C)n2)cc1,i,-22,-2,-8,-2,0.2,-8,-8,-7,-3
CC1CCCC(NC(=O)C2CCN(S(=O)(=O)N3CCCCCC3)CC2)C1C (stereo not drawn),i,7,2,-3,0,-1.4,7,-2,-7,0
Cc1ccc(O)c(-c2cc(C(=O)Nc3ccc(S(=O)(=O)Nc4nccc(C)n4)cc3)[nH]n2)c1,i,-1,0,6,17,1.7,2,-4,-9,18
COc1ccccc1CNS(=O)(=O)CCNC1CC1,i,0,1,-2,4,-1.7,5,-12,1,4
COc1ccccc1NC(=O)c1sc(Cl)nc1C,i,0,7,1,-2,0.7,1,0,-4,2
